FBPA coupling cs – qHTS Assay for Inhibitors of Fructose-1,6-bisphosphate Aldolase from Giardia Lamblia: Coupling assay counterscreen. coupling enzyme system counterscreen, AmpLite Red fluorescence. activity change, negative = inhibition, % at 58.2 µM, hits read low. 290,000 compounds, 0.67% hits; in the data active = activity change below about -30%; also: % is scaled to controls: 0 for no effect and ±100 for the full control effect
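Counterscreen of the coupled detection system alone, without aldolase: glyceraldehyde-3-phosphate coupling enzymes plus AmpLite Red readout. Compounds at 57.5 uM final, 10 min RT preincubation, 20 min RT reaction, fluorescence 525/598 nm.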
KCNH2 3.1 block – qHTS for Inhibitors of KCHN2 3.1: Mutant qHTS. 340,000 compounds, 0.95% hits. activity change, % (tested at about 1.8 µM). Potassium voltage-gated channel subfamily H member 2, brain isoform KCNH2 3.1 (human). AID 720553, 2013. U2OS KCNH2 3.1, thallium flux FluxOr; stronger effect = lower value;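 active = maximum activity change below -70%; inconclusive = maximum activity change from -70% to -50%; inactive = maximum activity change above -50%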;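 also: thallium influx rate constant from kinetic fluorescence after stimulation buffer; % is scaled to controls: 0 for no effect and ±100 for the full control effect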
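Measured as rate of thallium-driven FluxOr signal in transduced U2OS cells carrying the 3.1 channel, read kinetically for 2 min upon stimulation; values are rate constants scaled to DMSO control wells.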
GALK inh – qHTS Assay for Inhibitors of Human Galactokinase (GALK); P51570; Purified GALK, Kinase-Glo residual ATP luminescence; Potency, µM (doses to about 57.5 µM), for inactives: top-dose activity change, negative = inhibition, most hits filed as inhibitors; 270,000 compounds, 0.007% hits; AID 1868, 2009; also: potency is read from the fitted curve at half-maximal effect; % is scaled to controls: 0 for no effect and ±100 for the full control effect
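GALK at 5 nM final was combined with compound, 35 uM ATP and 100 uM galactose in HEPES pH8.0 with MgCl2 and DTT. The reaction ran one hour at room temperature before luminescent ATP detection.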
TRPV1 agonist – HTS Assay for Compounds that Act as Agonists of the Vanilloid Receptor 1. Transient receptor potential cation channel subfamily V member 1 (Homo sapiens), Q8NER1. TRPV1-expressing cells, Fluo-8 calcium influx, agonist mode. activation, % at 8.33 µM. 320,000 compounds, 0.19% hits; in the data active = activation above about 80%; inconclusive = between about 30% and that limit; also: 0% is about no effect
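TRPV1-expressing cells were cultured overnight at 35.5C and loaded with Fluo-8 calcium dye for 40 to 90 min at room temperature. After a 10 s baseline, compound was added and calcium influx was read kinetically for 3 min (ex 480/em 520 nm).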
S-ASM inh – Inhibitors of Secretory Acid Sphingomyelinase (S-ASM): qHTS. Potency, µM (doses to about 57.5 µM), inactives show top-dose activity change, negative = inhibition, actives largely listed as inhibitors. Sphingomyelin phosphodiesterase (Homo sapiens), P17405. 340,000 compounds, 0.006% hits. AID 504937, 2011. placental ASM, HMU-PC fluorogenic substrate, 60 min; also: potency is read from the fitted curve at half-maximal effect
Target sequence (P17405 47-631 limits assumed): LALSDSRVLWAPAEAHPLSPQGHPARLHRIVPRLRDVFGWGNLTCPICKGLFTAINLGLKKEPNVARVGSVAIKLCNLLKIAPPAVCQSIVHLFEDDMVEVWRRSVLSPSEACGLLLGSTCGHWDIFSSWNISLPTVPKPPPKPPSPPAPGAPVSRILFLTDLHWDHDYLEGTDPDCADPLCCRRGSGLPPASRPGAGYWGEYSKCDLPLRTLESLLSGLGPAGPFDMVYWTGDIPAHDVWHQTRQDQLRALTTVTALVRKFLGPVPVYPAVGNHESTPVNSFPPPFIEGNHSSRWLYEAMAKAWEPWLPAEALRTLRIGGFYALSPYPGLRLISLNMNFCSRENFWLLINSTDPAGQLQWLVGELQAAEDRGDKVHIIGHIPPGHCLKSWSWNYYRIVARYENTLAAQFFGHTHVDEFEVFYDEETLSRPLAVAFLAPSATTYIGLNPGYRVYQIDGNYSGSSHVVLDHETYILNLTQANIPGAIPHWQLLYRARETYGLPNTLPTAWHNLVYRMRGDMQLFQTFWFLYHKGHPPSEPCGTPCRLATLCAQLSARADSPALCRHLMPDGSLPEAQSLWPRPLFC
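Fluorescence read-out (Ex 386 nm, Em 447 nm) after stopping the reaction at pH 10. Enzyme: ASM from human placenta; substrate HMU-PC0, 9 uM final; 60 min, 37 °C. Compound preincubation 10 min, ambient temperature.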
hERG WT inh – qHTS for Inhibitors of KCHN2 3.1: Wildtype qHTS | activity change, % at 1.84 µM | AID 720551, 2013 | 340,000 compounds, 0.37% hits | U2OS, BacMam KCNH2, thallium flux FluxOr; stronger effect = lower value | Voltage-gated inwardly rectifying potassium channel KCNH2 (Homo sapiens), Q12809;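 active = maximum activity change below -70%; inconclusive = maximum activity change between -70% and -50%; inactive = maximum activity change above -50%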; also: % is scaled to controls: 0 for no effect and ±100 for the full control effect
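U2OS cells transduced with wild-type KCNH2 virus are loaded with FluxOr dye for 45 min, and thallium flux is measured in kinetic reads before and after stimulation buffer. Rate constants are normalized to DMSO controls.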
CXXC DNA block – qHTS Fluorescence Polarization Assay for Inhibitors of MLL CXXC domain - DNA interaction. Histone-lysine N-methyltransferase 2A (Homo sapiens), Q03164. MLL-CXXC / FITC-HOXA9 DNA fluorescence polarization. Potency, µM (top dose mostly 115 µM), for inactives: at the highest dose activity change, negative = inhibition, usual class: inhibitors. 290,000 compounds, 0.037% hits; active = well fitted inhibition curve with a large enough effect in the polarisation, with a control signal flat, not every such curve was filed as active; inconclusive = small, poorly fitted or top-dose-only effect, or effect the other way, or a change in a side signal; inactive = no such curve, though single readings can be large or run the other way; the % refers to the polarisation; also: potency is read from the fitted curve at half-maximal effect
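Fluorescence polarization: 7 uM MLL-CXXC (stock) preincubated 5 min with compounds, then 50 nM fluorescein-HOX-A9 DNA (stock) added; 30 min ambient. Buffer 50 mM Tris-HCl pH 7.5, 50 mM NaCl, 1 mM DTT, 0.05% BSA.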
MBNL1 CUG block – qHTS Assay for Inhibitors of MBNL1-poly(CUG) RNA binding. AID 2675, 2010. Muscleblind-like protein 1 (Homo sapiens), Q9NR56. 280,000 compounds, 0.036% hits. TR-FRET MBNL1-His/biotin-(CUG)12 binding, 665/545 ratio. Potency, µM (highest dose often 57.5 µM), without a hit: at the highest dose activity change, negative = inhibition, most hits filed as inhibitors; active = well fitted inhibition curve with a large enough effect in the signal ratio, with a control signal flat, not every such curve was filed as active; inconclusive = small, poorly fitted or top-dose-only effect, or effect the other way, or a change in a side signal; inactive = no such curve, though single readings can be large or run the other way; the % refers to the signal ratio; also: potency is read from the fitted curve at half-maximal effect; % is scaled to controls: 0 for no effect and ±100 for the full control effect
Target sequence (Q9NR56 whole entry, looked up): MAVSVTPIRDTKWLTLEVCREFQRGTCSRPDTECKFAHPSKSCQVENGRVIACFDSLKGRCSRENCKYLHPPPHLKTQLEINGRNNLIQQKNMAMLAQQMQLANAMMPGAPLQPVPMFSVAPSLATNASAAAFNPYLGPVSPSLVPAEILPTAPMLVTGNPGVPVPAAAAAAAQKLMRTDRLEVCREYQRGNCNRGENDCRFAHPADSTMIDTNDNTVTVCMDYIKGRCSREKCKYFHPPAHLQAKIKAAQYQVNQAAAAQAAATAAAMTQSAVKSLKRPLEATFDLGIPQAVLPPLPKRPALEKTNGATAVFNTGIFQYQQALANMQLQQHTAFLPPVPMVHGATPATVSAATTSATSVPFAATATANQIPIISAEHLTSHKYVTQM
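MBNL1-His + Biotin-(CUG)12, cpd titration 92 nM–58 uM; Tb anti-His Ab 0.055 ng/ul, SA-XL665 5 nM (final); 60 min RT; ratiometric 665/545 nm, Ex 340 nm; normalized to buffer and full-complex controls.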
Integrin act MD – qHTS for Activators of Integrin-Mediated Alleviation for Muscular Dystrophy; alpha7betagal myoblasts, beta-gal FDG fluorescence, 48 h; Potency, µM (highest dose often 38.3 µM), inactives show top-dose activation, actives largely listed as activators; 350,000 compounds, 0.064% hits;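 also: potency is read from the fitted curve at half-maximal effect; 100% = response of the positive control SU9516; nearly all actives have a fitted effect of over 60% in size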
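alpha7betagal+/- myoblasts (passage 13, 250/well) treated 48 h at 37C with compounds at 1:260 dilution of DMSO stock. Lysed, then beta-galactosidase activity read as FDG fluorescence (ex 480/em 540) after 30 min, with pre-read for autofluorescence.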
AT treatment – qHTS Assay for Identifying a Potential Treatment of Ataxia-Telangiectasia; Potency, µM (highest dose often 57.5 µM), for inactives: at the top dose activation, most hits filed as activators; 320,000 compounds, 0.19% hits; […] A-T fibroblasts, KAP-1 phosphorylation AlphaLISA; neocarzinostatin DNA damage 30 min before lysis; also: potency is read from the fitted curve at half-maximal effect; % of control where 0% means no effect; nearly all actives have a fitted effect of over 45% in size
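ATM-like activity read as KAP-1 phosphorylation via AlphaLISA donor/acceptor antibody pairs after lysis and 6 hr at 25C. Cells were ATM-null patient fibroblasts ([…], hTERT), dosed 60 min, then exposed to the DSB inducer NCS for 30 min.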
* marks the source's active call; other numbers are inactive results; u = inconclusive; x = no result given; [ ] = remark or other dose. Unless noted, calls follow the shape of the dose curve; as a rule, active = well fitted curve in the direction sought with a large enough effect; inconclusive = small, poorly fitted or top-dose-only effect, or another doubt; inactive = no such curve, though single readings can be large; an effect the other way counts as inactive or inconclusive.

item	SMILES	FBPA coupling cs	KCNH2 3.1 block	GALK inh	TRPV1 agonist	S-ASM inh	hERG WT inh	CXXC DNA block	MBNL1 CUG block	Integrin act MD	AT treatment
1	COc1ccc(S(=O)(=O)N2CCC(C(=O)NC3CCCCC3C)CC2)cc1 (configuration not stated)	0	-1	-3%	20	2%	7	7%	-3%	-5%	-7%
2	CCN(c1cccc(C)c1)S(=O)(=O)c1cccc(C(=O)O)c1	15	17	1%	-1	-2%	-21	-17%	-8%	-5%	-2%
3	Cc1ccnc(NC(=O)c2ccc(NS(=O)(=O)/C=C/c3ccccc3)cc2)c1	x	6	x	2	-11%	-4	x	x	-1%	-3%
4	O=C(Nc1ccc2[nH]c(=O)[nH]c2c1)Nc1ccc(F)cc1F	-6	-6	-2%	u	8%	-8	-3%	0%	30%	-10%
5	O=C(Nc1cc(Cl)ccc1N1CCOCC1)c1cccnc1Cl	2	-9	0%	17	-2%	-7	6%	10%	0%	-28%
6	COc1cc(NC(=O)C2CCCO2)c(C(=O)O)cc1OC (configuration not stated)	-10	9	0%	-1	1%	-10	-4%	-12%	-23%	2%
7	O=C(Nc1nnc(-c2ccc(Cl)cc2)o1)Nc1ccccc1F	6	11	-1%	-5	1%	-2	-5%	2%	6%	18%
8	COc1ccc(N(C(=O)c2ccco2)C(C(=O)NC2CCCCC2)c2ccccc2)cc1 (configuration not stated)	x	-10	x	x	1%	1	x	x	23%	x
9	CN(C)/N=C/c1cc([N+](=O)[O-])ccc1O	0	-19	5%	3	-1%	8	-8%	u	14%	-5%
10	O=S(=O)(c1ccc2ccccc2c1)N1CCN(C(=S)Nc2ccc(F)cc2)CC1	-3	0	-4%	0	-5%	1	-4%	u	-5%	5%
11	CCCCCc1cc(=O)oc2c(C(CCN3CCCCC3)c3ccc4c(c3)OCO4)c(OC)cc(OC)c12 (configuration not stated)	2	-42	-4%	0	-19%	-80*	12%	-9%	-44%	-19%
12	CCCCS(=O)CC(COCc1ccccc1)OC(=O)CSc1nc(C)cc(C)n1 (configuration not stated)	2	-11	9%	2	2%	3	-2%	-3%	7%	1%
13	COc1ccc(-c2cccc(C(=O)N3CCOCC3)c2)cc1	-1	13	x	6	2%	19	-6%	-8%	0%	-7%
14	Cc1ccc(S(=O)(=O)N2C=CC(C(F)(F)F)=NCC2)cc1	0	13	1%	-4	0%	-76*	-3%	-4%	24%	x
15	CC(C)n1ncc(N2CCOCC2)c(Cl)c1=O	0	31	-3%	0	1%	x	1%	-1%	-8%	-1%

Structural class, those above containing a Cl atom
item	SMILES	FBPA coupling cs	KCNH2 3.1 block	GALK inh	TRPV1 agonist	S-ASM inh	hERG WT inh	CXXC DNA block	MBNL1 CUG block	Integrin act MD	AT treatment
5	O=C(Nc1cc(Cl)ccc1N1CCOCC1)c1cccnc1Cl	2	-9	0%	17	-2%	-7	6%	10%	0%	-28%
7	O=C(Nc1nnc(-c2ccc(Cl)cc2)o1)Nc1ccccc1F	6	11	-1%	-5	1%	-2	-5%	2%	6%	18%
15	CC(C)n1ncc(N2CCOCC2)c(Cl)c1=O	0	31	-3%	0	1%	x	1%	-1%	-8%	-1%

Carrying on.
item	SMILES	FBPA coupling cs	KCNH2 3.1 block	GALK inh	TRPV1 agonist	S-ASM inh	hERG WT inh	CXXC DNA block	MBNL1 CUG block	Integrin act MD	AT treatment
16	CS(=O)(=O)N(CC(=O)Nc1cccc(Cl)c1Cl)c1ccccc1	0	-4	0%	0	-1%	-2	-1%	0%	1%	-4%
17	CCn1cc(C2C3=C(CC(C)(C)CC3=O)N(c3ccc(C)cc3)C3=C2C(=O)CC(C)(C)C3)c(C)n1	x	-18	x	x	22%	-9	x	x	16%	x
18	CCn1c(=O)cc(C(=O)OC)sc1=Nc1ccc(F)c(F)c1	-1	7	0%	11	-8%	-19	1%	u	-39%[inhibitor]	14%
19	CCCOc1ccc(-c2c(=O)n(OCc3ccc([N+](=O)[O-])cc3)c3ccccc3[n+]2[O-])cc1	0	-5	-4%	3	21%	-12	5%	6%	12%	3%
20	CC(C)C1COC(c2cccc3ccccc23)=N1 (configuration not stated)	4	-5	x	-1	3%	-6	9%	41%[activator]	-6%	6%
21	CCOC(=O)Nc1ccc2c(c1)N(C(=O)CCN1CCN3CCCC3C1)c1ccccc1CC2 (configuration not stated)	6	27	0%	-1	5%	24	3%	0%	-19%	0%
22	OC(CN1CCCCC1)Cn1c2ccccc2c2cc(Br)ccc21 (configuration not stated)	2	u	1%	11	-2%	39	6%	-12%	-61%[inhibitor]	-7%
23	CCC(C)(C)n1nnnc1C(c1ccncc1)N1CCC(Cc2ccccc2)CC1 (configuration not stated)	5	2	0%	u	-3%	1	2%	-3%	-12%	x
24	O=C(O)c1cc([N+](=O)[O-])cc2c1C=Cc1ccccc1O2	4	0	x	-1	4%	-2	14%	u	-8%	-34%
25	CCOC(=O)C1=C(C)N(C)C(=O)NC1c1c(O)ccc2ccccc12 (configuration not stated)	-3	9	-2%	2	5%	9	6%	0%	19%	7%
26	O=C(Nc1nc(-c2nc3ccccc3s2)cs1)c1ccco1	1	-5	-2%	0	-2%	2	2%	25%	-19%	-2%
27	CCOc1cc(N2CCOCC2)c(OCC)cc1NC(=O)COC(=O)C1CCCN1S(=O)(=O)c1ccccc1F (configuration not stated)	x	-20	x	-1	1%	1	x	x	-35%	-2%
28	C/C(=N\Nc1ccc(F)cc1F)c1ccc(F)cc1	-2	x	2%	2	x	x	-8%	-3%	x	3%
29	O=C(COC(=O)Cc1cccc(C(F)(F)F)c1)Nc1ccc2c(c1)OCCO2	2	12	0%	4	-1%	x	-3%	-10%	8%	0%
30	O=C(NNC(=S)Nc1cccc(C(F)(F)F)c1)c1ccc(Cl)cc1Cl	5	-18	1%	-1	-8%	2	9%	11%	-3%	1%

Taken from above.
C/C(=N\Nc1ccc(F)cc1F)c1ccc(F)cc1 – MBNL1 CUG block = -3%
O=C(Nc1nnc(-c2ccc(Cl)cc2)o1)Nc1ccccc1F – hERG WT inh = -2
O=C(Nc1nc(-c2nc3ccccc3s2)cs1)c1ccco1 – FBPA coupling cs = 1
CCCCCc1cc(=O)oc2c(C(CCN3CCCCC3)c3ccc4c(c3)OCO4)c(OC)cc(OC)c12 (configuration not stated) – GALK inh = -4%
O=C(COC(=O)Cc1cccc(C(F)(F)F)c1)Nc1ccc2c(c1)OCCO2 – KCNH2 3.1 block = 12

Later entries
item	SMILES	FBPA coupling cs	KCNH2 3.1 block	GALK inh	TRPV1 agonist	S-ASM inh	hERG WT inh	CXXC DNA block	MBNL1 CUG block	Integrin act MD	AT treatment
31	N/C(Cc1cccc2ccccc12)=N\OC(=O)c1ccc2c(c1)OCO2	0	7	4%	0	5%	3	9%	-7%	1%	4%
32	CCN(CC)c1ccc(NC(=O)c2cc(Cl)ccc2OC)cc1	1	-9	3%	20	0%	4	6%	15%	-26%	x
33	C[C@@H](N)C(=O)NC[C@H]1CC[C@H](C(=O)N[C@@H](Cc2ccccc2)C(=O)O)CC1	0	8	1%	4	1%	-5	-7%	-5%	5%	-8%
34	CC(=O)N1CN(C2CC(C)(C)NC(C)(C)C2)Cc2c1sc1c2CCCC1	1	12	2%	-1	3%	1	-7%	3%	-45%[inhibitor]	-6%
35	CC(C)CCN1CCN(Cc2cnc(-c3ccccc3)s2)CC1CCO (configuration not stated)	1	-37	-2%	1	-3%	7	0%	9%	-5%	-8%
36	Cc1ccc(NC(=O)ON=C2CCCC2)cc1	-2	8	1%	u	0%	-5	-1%	-4%	42%	3%
37	C=C(CCC(=O)c1ccccc1)C(=O)c1ccccc1	2	4	-4%	17	-3%	-9	-4%	-2%	-49%[inhibitor]	5%
38	CN1CC[n+]2cnc3ccccc3c21	-3	2	0%	2	-2%	2	-7%	-4%	5%	-6%
39	C=CCNc1nc(Cl)nc(NCc2ccco2)n1	0	6	-1%	0	-1%	0	31%[activator]	-2%	-14%	-11%
40	COc1ccccc1NS(=O)(=O)c1ccc(Cl)c(NC(=S)NC(=O)C2CCCC2)c1	2	-2	5%	5	-15%	24	-4%	-2%	25%	7%
